Compound activity as filed in PubChem.
BH1578 lux ind: quorum light induction in luxS cqsA deficient V. cholerae. 350,000 compounds, 0.16% hits. activation, % at 18.7 µM. V. cholerae BH1578 lux reporter, luminescence, 6 h; in the data active means activation mostly above about 9.7%, no sharp cut-off; inconclusive means no clear call, values can overlap the other calls; inactive means mostly below about 3.7%; further: not every result past the cut was called active; inactives centre near 0; reference of the scale not given here
SARS 3CLpro inh: SARS-CoV 3CLpro protease inhibition; inhibition, % at 6 µM; AID 1706; recombinant SARS-CoV 3CLpro, quenched FRET peptide cleavage; 290,000 compounds, 0.14% hits; in the data active means inhibition above about 12%
SSB-PriA inh: blocks PriA binding to SSB C-terminal tail; AlphaScreen SSBct-PriA binding, biotinylated peptide; 430,000 compounds, 0.6% hits; inhibition, % at 33 µM; in the data active means inhibition mostly above about 37%, no sharp cut-off; inactive means mostly below about 20%;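 further: plate controls were negative control peptide for no effect and reference peptide for full effect; strong numbers were not always called active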
BoNT-A LC inh2: inhibitors of Botulinum neurotoxin A light chain protease. AID 588499. 360,000 compounds, 0.17% hits. inhibition, % at 10 µM. multiplex microsphere protease substrate cleavage, flow cytometry; further: plate controls were buffer without enzyme for full effect and enzyme alone for no effect
Yp Topo-I inh: inhibitors of Yersinia pestis topoisomerase I. 360,000 compounds, 0.064% hits. Y. pestis Topo-I cleavage product accumulation, plate reader. activity, % at 10 µM. AID 504884; in the data active means activity above about 50%, passing the limit was not always enough; inconclusive means no clear call, values can overlap the other calls; further: inactives centre near 2
PfHsp40 yeast: restores yeast growth despite PfHsp40 toxicity; growth rescue, % at 12.5 µM; S. cerevisiae expressing PfHsp40, growth rescue, ATP luminescence; 340,000 compounds, 0.68% hits; in the data active means growth rescue above about 28%, passing the limit was not always enough; inconclusive means no clear call, values can overlap the other calls;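 further: yeast W303a lacking pdr1 and pdr3 grown in galactose medium; growth measured after three days at 30 °C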
PrPC surface inh: cell surface PrPC inhibition, primary TR-FRET screen. TR-FRET read-out. inhibition, % at 13.8 µM. 370,000 compounds, 0.43% hits; in the data active means inhibition above about 24%; further: 0% = median of the test wells and 100% = reference compound wells
TcdB inh: inhibitors of Clostridioides difficile toxin B glycohydrolase | P18177 | TcdB glycohydrolase enzymatic assay, plate reader | inhibition, % at 9.99 µM | 350,000 compounds, 0.24% hits | AID 652162; in the data active means inhibition above about 10%
Anthrax LF inh2: anthrax lethal factor protease inhibition; P15917; multiplex microsphere protease cleavage assay, LF; inhibition, % at 10 µM; 360,000 compounds, 0.12% hits; further: plate controls were buffer without enzyme for full effect and enzyme alone for no effect
Numbers without * were called inactive; i = inactive; ? = inconclusive; / = no result given; & = joins results of further samples. Unless noted, no stated cut-off is given here; in the data, active means inhibition above about 30%; inconclusive means no clear call, values can overlap the other calls; inactive means below that. Only part of the results is shown; rates above refer to the full screens.

canonical_smiles	BH1578 lux ind	SARS 3CLpro inh	SSB-PriA inh	BoNT-A LC inh2	Yp Topo-I inh	PfHsp40 yeast	PrPC surface inh	TcdB inh	Anthrax LF inh2
CC[C@]12c3[nH]c4cc(-c5ccco5)ccc4c3CCN1C(=O)[C@@H](CC(=O)NCc1ccc(OC)c(OC)c1)C[C@@H]2C(=O)N1CCN(C(=O)C2CC2)CC1	-0.2	/	-6.7	-0.6	20.8	0.1	-6.4	1.2	4.4
O=C(Nc1ccccc1F)N(CCCN1CCOCC1)Cc1cc2cc3c(cc2[nH]c1=O)OCCO3	/	-1.1	-6.5	0.2	8.8	-2.3	5.2	/	2.1
O=C(COC(=O)c1cc([N+](=O)[O-])ccc1N1CCOCC1)Nc1cc(F)ccc1F	-0.7	/	6.2	2.3	-12.1	-0.5	-21.4	1.5	-2.6
Cc1cccc2nc(-c3cccc(NC(=O)c4ccc(Cl)cc4)c3)cn12	-0.3	-4.0	-12.4	-1.9	-1.1	-0.9	12.1	-8.3	-8.5
O=C1C(NS(=O)(=O)c2ccc(Br)cc2)=C(N2CCCCC2)C(=O)c2ccccc21	-0.2	1.7	1.9	0.3	-8.9	-1.1	-42.2	0.8	-1.5
NC(=O)CSc1nnc(NC(=O)c2ccc(S(=O)(=O)N3CCOCC3)cc2)s1	i	-0.1	-18.4	0.7	1.6	-1.7	2.8	-1.0	-2.5
Oc1ccccc1C=NN=CC=Cc1ccccc1	-1.9	/	4.6	-1.2	-0.3	0.0	-0.2	2.5	-4.6
CCC(CO)Oc1cc(NC(=O)c2ccccc2Cl)c2ncn(C(C)C)c2c1 (stereo not given)	0.5	/	5.9	-0.8	18.4	-0.1	-0.3	0.4	-1.8
COc1ccc(NC(=O)C2CSC(C)(C)N2C=O)cc1 (stereo not given)	i	-3.5	4.0	0.1	5.4	0.9	-5.6	/	-1.3
O=[N+]([O-])c1cccc(OCC(O)CN2CCN(S(=O)(=O)c3cc(Cl)ccc3Cl)CC2)c1 (stereo not given)	i	-2.2	-1.1	-0.8	15.1	-0.4	-6.6	-1.0	-11.9
CCCCNC(=O)c1c(CSc2ccc(Cl)cc2)noc1C(=O)NCc1ccccc1	i	/	-6.1	0.3	-7.6	-0.1	3.5	0.9	-4.1
CCOC(=O)c1cccc(NC(=O)Nc2ccc3c(c2)C(=O)OC3)c1	i	4.7	-4.3	0.0	11.5	/	0.9	1.0	-0.2
COc1ccc(C(=O)/C=C/c2ccc(N3CCCCC3)c([N+](=O)[O-])c2)cc1	-0.2	2.9	-0.6	-0.3	20.5	0.4	3.8	/	-4.1
CN(C)C(=O)c1ccc(SC(=S)NCc2ccccc2)cc1	/	/	/	0.5	/	/	-4.5	1.5	2.4
N#Cc1ccccc1COC(=O)c1cccnc1N	-0.5	1.8	-8.7	-0.1	5.4	-1.1	8.8	-2.4	-1.8
CCN(CC)C(=O)c1ccc(S(=O)(=O)NCc2cccnc2)cc1	i	-0.5	-16.7	0.3	4.1	-1.0	5.2	0.5	1.9
CCN(CC)C(=O)CSc1nc(N)c2c3c(sc2n1)CC(C)CC3 (stereo not given)	i	3.8	-16.4	-0.5	31.2	0.9	13.6	/	3.2
COCCN(C(=O)COC(=O)C1CCCCC1)c1c(N)n(Cc2ccccc2)c(=O)[nH]c1=O	-0.5	/	/	-0.5	8.6	/	-4.0	0.9	-0.6
CCOCCCNc1nc2c(C)cccn2c(=O)c1/C=C1\SC(=S)N(C(C)CC)C1=O (stereo not given)	-0.2	1.0	-10.3	/	1.6	0.0	5.7	1.6	/
CN(CCc1cnn(C)c1)Cc1cn[nH]c1-c1ccc(-c2ccccc2)cc1	-0.2	-2.9	-0.5	-0.9	9.5	-1.0	/	/	0.7
CC1(C(=O)NS(=O)(=O)Cc2cccc(Cl)c2)CCN1C(=O)Cc1ccccc1 (stereo not given)	i	/	/	0.4	2.9	/	9.8	0.7	-2.7
CC(C)(C)CN1CCNC[C@H]1Cc1ccc(O)cc1	3.0	/	-3.5	-0.3	-7.6	0.3	-7.2	-0.2	-6.1
O=C(NCCN1CCN(C(=O)c2ccc([N+](=O)[O-])cc2)CC1)C(=O)NCc1ccccc1	4.3	1.1	15.2	-0.7	-7.6	5.5	-21.4	0.2	0.2
Cc1cccc(CS(=O)(=O)c2ncc(Cl)c(C(=O)Nc3nnc(C(C)C)s3)n2)c1	0.2	-5.2	-12.1	0.6	7.3	0.1	/	/	-2.2
C=CCNc1nc(NCCOC)c2sc(-c3ccccc3)cc2n1	i	/	/	0.8	6.2	/	1.4	2.9	-2.1
COc1ccccc1/C=C/CN1CCC(Oc2cc(C(=O)NC3CC3)ccc2OC)CC1	-0.5	2.5	1.3	0.3	-2.9	-2.1	-7.6	2.9	-1.6
O=C(Cn1c(NCCO)nc2ccccc21)NCCc1ccc(F)cc1	0.7	-3.0	-4.8	0.1	-3.8	-1.0	3.0	/	-4.1
CSc1nc2ncnc(N)c2[nH]1	-0.7	2.5	-0.5	-3.6	4.8	-1.4	0.8	0.0	?
COc1ccc(Cc2nnc(SCC(=O)Nc3ccc(C)cc3)n(N)c2=O)cc1	i	/	-1.0&12.7	-2.6	28.8	0.1	6.1	-2.0	-5.4
N#C/C(=C/c1ccccc1[N+](=O)[O-])c1nnc2n1CCCCC2	-0.2	-5.8	-5.6	-0.6	2.5	-0.4	-13.5	0.3	-1.3
C=CCC[C@@H](CCCCC)OC(=O)/C=C/[C@@H](O)[C@H](O)C[C@@H](O)CC=C	/	/	/	0.6	/	/	-7.7	3.3	-0.6
O=S(=O)(c1ccccc1Cl)N1CCC(Cc2ccccc2)CC1	1.6	7.2	-10.0	-4.2	32.8	3.3	-4.2	2.1	5.4
CCOC(=O)CCC(NC(=O)c1ccc(CNc2nc3cc(C(F)(F)F)ccc3nc2C(=O)OCC)cc1)C(=O)OCC (stereo not given)	/	/	-6.1	3.7	-4.2	-1.0	-1.4	-0.2	-0.5
Cc1cc(NC(=O)c2sc(Nc3ccc(F)c(Cl)c3)nc2N)no1	-0.4	-0.9	-8.5	-1.5	-21.5	-0.7	-5.5	1.0	-1.7
CC1CCN(C(=O)c2ccc(CNc3c(N4CCCC4)c(=O)c3=O)cc2)CC1	-0.4	-3.5	-2.0	-1.0	8.3	0.7	-5.3	-0.9	-0.7
O=C(/C=C/c1ccccc1Cl)c1ccc(O)cc1	-0.9	-0.8	-2.6	0.0	-2.2	?	-1.3	0.9	-2.3
CCOc1ccc(CNC(=O)C2CCN(S(=O)(=O)c3ccc4c(c3)CCCC(=O)N4)CC2)cc1	11.1	-1.8	1.2	-1.7	-8.8	0.1	0.6	1.0	0.5
COCCCNc1nc2c(-c3ccc(Cl)cc3)nnn2c2ccccc12	-0.1	-1.5	-7.3	-0.6	-0.5	1.6	1.2	7.3	-2.4
COc1cccc(Nc2nc(N)nc(CCl)n2)c1	i	3.2	1.8	/	-8.8	?	-2.3	2.1	/
CCOc1ccccc1-n1c(C)cc(C=O)c1C	i	-0.3	-4.8	-0.2	11.5	-0.2	-4.8	-1.2	-5.4
O=C(CCN1CCc2ccccc2C1)Nc1cccc(F)c1	-5.4	-9.8	-3.5	-0.6	-0.5	2.1	-13.6	/	0.6
COc1ccc(NS(=O)(=O)c2ccc(C)c(C(=O)N3CCCCCCC3)c2)cc1	-1.1	/	6.3	-0.5	7.3	-1.5	-0.3	0.4	-1.8
COC(=O)/C=C1/N/C(=N\c2nc(C)cc(C)n2)N(c2ccc(C)c(C)c2)C1=O	-3.6	2.1	/	-0.1	-6.2	-0.8	-6.6	/	5.1
Cc1ccc(C)c(NC(=O)C2CCCN2S(=O)(=O)c2ccc3c(c2)n(C)c(=O)c(=O)n3C)c1 (stereo not given)	-0.3	2.3	-1.6	-0.6	6.4	-0.5	-4.3	2.5	-4.4
Cc1cc(N2C(=O)C(O)=C(C(=O)c3ccco3)C2c2ccc([N+](=O)[O-])cc2)no1 (stereo not given)	i	-0.2	-3.0	0.5	-4.4	0.3	-9.5	2.8	1.2
O=C(c1ccccc1)c1ccccc1NC(=O)C1CCCN1Cc1ccccc1 (stereo not given)	2.0	-3.3	-8.3	-0.4	40.7	1.0	1.7	1.5	-11.8
COc1ccc(C(=O)CCC(=O)Nc2cccc(Cl)c2)cc1	0.4	-1.5	-2.5	0.5	-2.2	-1.4	4.7	0.6	-2.9
CN1C(=O)NC(NC(=O)c2ccncc2)(C(F)(F)F)C1=O (stereo not given)	-4.2	1.0	-11.2	2.9	7.1	-0.8	-8.8	/	-0.9
O=C(NCCc1ccccc1)C(=O)NN=C1CCCC1	-0.2	-3.0	-1.8	1.0	-5.3	-1.1	0.5	/	4.6
CN(C[C@H](Cc1ccccc1)N(C[C@@H](Cc1cccc2ccccc12)N(CCc1ccccc1)N=O)N=O)N=O	-0.5	0.9	-11.2	-0.4	-3.1	0.4	6.5	0.3	7.5

Next results follow:
canonical_smiles	BH1578 lux ind	SARS 3CLpro inh	SSB-PriA inh	BoNT-A LC inh2	Yp Topo-I inh	PfHsp40 yeast	PrPC surface inh	TcdB inh	Anthrax LF inh2
CCCCCCCCCCCCCCCCn1cc[n+](C)c1	i	0.3&4.6	-13.5	-0.9	-16.8	2.9	34.1*	3.3	-3.5
COc1ccc(C=C(NC(=O)c2ccccc2)C(=O)O)cc1OC	-1.2	/	-11.6	-0.7	2.9	-0.2	0.0	-0.2	-4.2
CC(=N\NC(=O)c1ccc([N+](=O)[O-])cc1)/C(=N/O)C(=O)Nc1ccccc1	-2.9	-1.6	/	-0.2	-1.0	0.1	-29.3	-0.1	-4.3
COc1ccc(C=NNC(=O)CCCC(=O)NN=Cc2ccc(OC)c(O)c2)cc1O	i	/	-0.8	0.5	3.6	-0.5	-7.2	6.7	-7.5
Cc1ccc(N2CC(C(=O)Nc3ccc4c(c3)OCCO4)CC2=O)cc1 (stereo not given)	i	2.8	1.0	-0.4	-0.8	0.2	-1.1	0.1	-7.6
CCOc1ccc(CN2CCN(Cc3cnc(-c4ccccc4)s3)CC2CCO)cc1 (stereo not given)	i	1.7	10.2	0.4	8.3	0.1	-9.0	/	-2.1
CCc1ccc(NC(=O)CCC(=O)c2ccccc2)cc1	i	5.5	4.4	-0.2	3.8	-0.7	7.8	0.9	8.8
COc1ccc(Br)cc1CNC(=O)C1CCCN(c2nc3ccccc3o2)C1 (stereo not given)	i	0.3	-6.9	1.0	49.7	-0.5	7.7	/	-2.1
NC(N)=NS(=O)(=O)c1ccc(N=C2C(=O)Nc3ccccc32)cc1	-0.6	3.5	-10.8	-1.7	7.4	0.1	2.5	0.8	-11.3
